Screening results deposited in PubChem BioAssay by several laboratories.
DAGLB inh = blocks human DAGLB lipase activity; Q8NCG7; HEK293T DAGLB membrane lysate, EnzChek fluorogenic substrate; inhibition, % at 5.17 µM; hit rate 0.059% among 340,000; AID 504411; in the data active = inhibition above about 34%;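 note: 0% = enzyme with vehicle and 100% = wells lacking enzyme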
cardiac RTF act = increases calcium sensitivity of human cardiac regulated thin filaments | IANBD-labeled TnC RTF fluorescence at EC20 calcium; 0% EC20 calcium, 100% full calcium | P19429+P45379 | activation, % at 7.2 µM | hit rate 0.24% among 340,000;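 active = activation above the mean over all tested compounds plus 3 SD, cut at about 30% in these data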;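 note: rise in fluorescence read as greater calcium sensitivity of cardiac thin filaments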
LANA DNA inh = blocks KSHV LANA C-terminal domain binding to DNA | MBP-C-LANA/FAM-LBS DNA binding, fluorescence polarization | inhibition, % at 9 µM | hit rate 0.078% among 340,000 | AID 504423;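 active = highest replicate inhibition at or above 60% at 9 µM, even if other replicates fall short; inactive = all replicates below 60% inhibition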;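 note: 0% = neutral control wells and 100% = 4 µM acridine orange control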
Rtt109 HAT inh = C. albicans Rtt109 histone acetyltransferase inhibition | purified Rtt109/Vps75, ThioGlo CoA-SH fluorescence, 4 h | inhibition, % at 34.9 µM | AID 540336 | hit rate 0.16% among 330,000;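 active = inhibition of at least 50% in every replicate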
Target sequence (Q5AAJ8 whole entry, looked up): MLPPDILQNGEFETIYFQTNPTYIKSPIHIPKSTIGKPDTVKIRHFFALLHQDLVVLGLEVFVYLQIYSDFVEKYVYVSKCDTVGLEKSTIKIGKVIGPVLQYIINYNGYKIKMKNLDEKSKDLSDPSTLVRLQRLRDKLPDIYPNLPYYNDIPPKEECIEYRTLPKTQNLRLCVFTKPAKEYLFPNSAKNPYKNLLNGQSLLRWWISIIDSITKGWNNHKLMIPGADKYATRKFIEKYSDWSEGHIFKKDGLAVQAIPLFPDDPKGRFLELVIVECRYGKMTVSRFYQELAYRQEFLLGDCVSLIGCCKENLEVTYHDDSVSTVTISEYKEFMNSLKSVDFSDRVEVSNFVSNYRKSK
PKA-R2B act = PKA-R2B complex activation. P22694+P31323. PKA-R2B holoenzyme dissociation, Cy5-IP20 fluorescence polarization; R2B truncated from residue 108, S112A mutant; 0% DMSO only, 100% 113 µM cGMP. activation, % at 11.4 µM. hit rate 0.079% among 340,000. AID 504700;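 active = activation above a cutoff set at the mean over all compounds plus 3 SD, cut at about 18% in these data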;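 note: higher means more holoenzyme dissociation and a rise in polarization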
Target sequence (P31323 whole entry, looked up, other chains not shown, the tested form may be a part): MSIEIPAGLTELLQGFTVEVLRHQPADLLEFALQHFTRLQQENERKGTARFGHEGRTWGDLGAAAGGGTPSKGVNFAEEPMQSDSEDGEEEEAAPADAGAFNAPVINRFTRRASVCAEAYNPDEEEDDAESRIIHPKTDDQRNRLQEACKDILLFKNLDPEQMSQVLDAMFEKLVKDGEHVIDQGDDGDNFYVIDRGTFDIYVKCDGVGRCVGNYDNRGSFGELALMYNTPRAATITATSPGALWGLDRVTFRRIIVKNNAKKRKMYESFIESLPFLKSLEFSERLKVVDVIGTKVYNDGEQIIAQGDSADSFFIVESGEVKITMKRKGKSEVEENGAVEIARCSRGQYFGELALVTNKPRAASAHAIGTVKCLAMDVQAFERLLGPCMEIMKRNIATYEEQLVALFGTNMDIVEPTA
CAL PDZ FP-1 = inhibitors of human CAL PDZ peptide binding. Q9HD26. inhibition, % at 20 µM. hit rate 0.02% among 330,000. AID 504414. purified CAL PDZ, TMR-peptide fluorescence polarization, 1 h;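 active = highest replicate inhibition of at least 40%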;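 note: plate controls were DMSO neutral control wells for no effect and unlabeled competitor peptide control wells for full effect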
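System: tagged CAL PDZ domain. Schedule: 1 h room-temperature incubation prior to read. Signal: fluorescence polarization (mP). Measure: percent inhibition from loss of millipolarization.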
Keap1 Nrf2 FP = Keap1-Nrf2 (human) interaction inhibition; Q14145; AID 504523; hit rate 0.15% among 340,000; Keap1 Kelch-Nrf2 peptide fluorescence polarization, 1536-well; inhibition, % at 9.4 µM; in the data active = inhibition above about 12%;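 note: human Keap1 Kelch domain with fluorescein labeled Nrf2 9mer peptide probe; 0% = neutral control wells and 100% = peptide positive control; higher means more block of Keap1 binding to Nrf2 peptide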
SR-BI DiI-HDL act = enhances SR-BI lipid uptake from DiI-HDL; CHO ldlA[mSR-BI] cells, DiI-HDL uptake fluorescence, 3 h; 100 = double the neutral-control signal; hit rate 0.096% among 320,000; activation, % at 12.5 µM; AID 504775;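 active = mean replicate activation of at least 60% and every replicate at or above 60%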;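 note: 0% = median plate neutral-control signal and 100% = twice that signal; values of inactives mirror those of a sister screen read the other way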
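Material – SR-BI-overexpressing, LDLR-lacking CHO cells · Medium – BSA-supplemented, HEPES-buffered Ham's F12, pH 7.4 · Doses – single concentration · Times – compound with DiI-HDL co-incubation, 3 h at 37 °C · Measured by – bottom-read fluorescence, 550/595 nm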
RTF Ca sens inh = cardiac RTF calcium desensitization; P19429+P45379; IANBD-labeled cardiac RTF, Ca2+ fluorescence; inhibition, % at 7.15 µM; hit rate 0.12% among 340,000; AID 493244;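 active = inhibition above the mean inhibition of all tested compounds plus 3 SD, cut at about 17% in these data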;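 note: assay run at fixed EC70 calcium of 1.6 mM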
CAL PDZ FP-2 = inhibitors of human CAL PDZ peptide binding | Q9HD26 | purified CAL PDZ, TMR-peptide fluorescence polarization, 1 h | inhibition, % at 24.9 µM | hit rate 0.92% among 300,000 | AID 602252;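 active = mean inhibition of at least 30% with at least half of replicates also reaching 30%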;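 note: 0% = DMSO neutral control and 100% = excess unlabeled competitor peptide PRC23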
Active calls of the source: *; · = not tested or not shown.

SMILES	DAGLB inh	cardiac RTF act	LANA DNA inh	Rtt109 HAT inh	PKA-R2B act	CAL PDZ FP-1	Keap1 Nrf2 FP	SR-BI DiI-HDL act	RTF Ca sens inh	CAL PDZ FP-2
Cc1ccccc1-c1cccc(CN2CCN(C)C(CCO)C2)c1 (stereo unspecified)	2	3	-0.8	-10	10	-1.2	2	3	-6	·
COc1ccc(CCNC(=O)C2CCCN(S(=O)(=O)N3CCCCCC3)C2)cc1OC (stereo unspecified)	0	4	-2.0	2	1	-0.8	-3	-33	2	-1
Cc1cc(NC(=O)Nc2cccc3ccccc23)no1	1	-1	0.5	6	-6	-3.8	1	-18	8	-2
Cc1ccccc1CN1CCCNC1=O	3	-5	0.4	6	1	·	-7	7	-3	-3
O=C(CN1CCN(Cc2ccccc2Cl)C1=O)NCCCN1CCOCC1	2	5	-1.1	-4	-11	-2.1	-3	17	0	2
O=C(COC(=O)c1c[nH]c(=O)[nH]c1=O)NCc1ccccc1	-4	-2	0.5	-6	-10	-1.2	-2	3	-7	-3
CC(=O)C1=C(O)C(=O)N(CCCO)C1c1ccccc1 (stereo unspecified)	-1	6	1.0	-15	-8	-0.5	0	-9	-8	1
CN(CC(=O)Nc1ccccc1Sc1ccccc1)C1CCCCC1	-10	0	-0.8	4	3	0.2	-2	9	-4	4
CC1CCN(c2[nH]c(=S)c(C#N)c3c2CCCC3)CC1	0	5	2.7	-2	4	-2.1	-1	17	-3	-2
NC(=O)c1ccc(NC(=O)CCCN2C(=O)NC3(CCCC3)C2=O)cc1	1	-1	-0.3	-2	13	-0.9	2	0	-1	-3
O=C(N/N=C/c1cc2c(cc1Cl)OCO2)c1cc(-c2ccccc2)n[nH]1	0	9	1.4	0	-2	-5.4	-1	-67	-8	-2
O=C(CNC(=O)c1ccccc1)NCCc1nc2ccccc2[nH]1	-3	-1	-0.6	-6	0	-0.2	3	13	-1	-2
Cc1nc(-c2ccc(F)cc2)c(CC(=O)N(C)CC(=O)Nc2ccc(Br)cc2C)s1	2	8	0.3	-8	-7	-1.6	-6	-40	2	0
COc1cccc(C(=O)NCC(=O)N2CCC3(CC2)NCCc2[nH]cnc23)c1	3	-4	0.4	3	0	0.6	-5	24	-3	-2
COc1ccc(-c2nnn(CC(=O)N(CCN3CCOCC3)C(C(=O)NC3CCCCC3)c3ccco3)n2)cc1 (stereo unspecified)	2	1	0.2	4	-5	-1.6	-6	-8	8	-2
CCOC(=O)c1nnc(-c2ccccc2)o1	-3	1	-0.5	6	1	·	1	-3	0	-21
CC(C)C(=O)Nc1ccc(C(=O)N/N=C/c2cc(Br)cc(Br)c2O)cc1	2	15	-0.3	-6	3	-2.5	-1	-147	-5	-1
CC(C)CNC(=O)CC1Nc2ccccc2NC1=O (stereo unspecified)	-2	1	1.9	-8	1	·	-2	8	-5	95*
CN(C)C(=O)c1ccc(NC(=O)c2cccc(S(=O)(=O)N3CCN(Cc4ccccc4)CC3)c2)cc1	1	-1	-0.7	12	6	-1.3	-4	-8	-3	-4
Cn1c2c(c(=O)n(C)c1=O)C(C(F)(F)F)(C(F)(F)F)N=C(CCC1CCCCC1)N2	6	45*	-1.4	2	-6	-4.1	-1	-14	-2	1
CCN(CC)c1ccc(NC(=O)c2cccnc2)c(C)c1	2	-1	-0.4	15	1	0.5	-4	-7	1	-1
c1cncc(-c2ccc3ncnc(NCc4ccc5c(c4)OCO5)c3c2)c1	-2	-6	1.7	4	2	-5.6	0	20	-4	-7
COc1ccc(OCC#CCN2CC(C)OC(C)C2)cc1 (stereo unspecified)	-1	7	2.3	-4	9	-2.5	-9	14	-23	-1
O=C(Cc1ccc(F)cc1)Nc1cccc(S(=O)(=O)N2CCCC2)c1	-1	-1	-1.9	-5	-6	-0.4	-4	22	-10	·
CCn1c(SCC(=O)NC(=O)NCc2ccco2)nnc1-c1cccs1	1	8	0.0	-6	1	-1.5	-8	3	-1	-6

One compound at a time, from the list above. Order of values: DAGLB inh, cardiac RTF act, LANA DNA inh, Rtt109 HAT inh, PKA-R2B act, CAL PDZ FP-1, Keap1 Nrf2 FP, SR-BI DiI-HDL act, RTF Ca sens inh, CAL PDZ FP-2
Profile of O=C(CN1CCN(Cc2ccccc2Cl)C1=O)NCCCN1CCOCC1 : 2, 5, -1.1, -4, -11, -2.1, -3, 17, 0, 2
Profile of Cc1ccccc1CN1CCCNC1=O : 3, -5, 0.4, 6, 1, ·, -7, 7, -3, -3

More entries follow:
SMILES	DAGLB inh	cardiac RTF act	LANA DNA inh	Rtt109 HAT inh	PKA-R2B act	CAL PDZ FP-1	Keap1 Nrf2 FP	SR-BI DiI-HDL act	RTF Ca sens inh	CAL PDZ FP-2
O=C(CSc1ccc(-c2ccc(F)cc2)nn1)N1CCCCC1	-3	-3	1.1	-12	6	-0.5	2	20	-4	-5
CCOc1ccc(CCNC(=O)c2ccc(CNS(=O)(=O)c3ccccc3)cc2)cc1OCC	2	18	0.7	1	-14	-1.0	4	-46	-21	-1
CCCCN(C(=S)Nc1cccc(SC)c1)C1CCN(C(C)=O)CC1	-1	2	-0.3	-10	-2	0.7	-3	-2	-14	-3
O=C(c1c(F)cccc1F)N1CCN(c2ccccc2F)CC1	-1	-7	-1.5	1	-3	0.4	0	12	-1	-3
O=C(CN1CCOc2ccccc21)N1CCCC1	-1	0	-0.4	-4	3	-0.7	-6	-2	1	·
O=C(CN1C(=O)C2CC=C(Cl)CC2C1=O)N1CCOCC1 (stereo unspecified)	-1	-3	-0.7	-3	-4	-3.1	-5	11	-5	-1
CCC(=O)N1CCN(c2ccc(NC(=O)COc3ccccc3Cl)cc2)CC1	2	11	-0.6	2	-8	-0.5	-3	-20	-18	-2
Cc1nc2ccccn2c1C(=O)/C=C/c1cccc([N+](=O)[O-])c1	1	-1	-1.3	0	4	-2.8	4	-5	-3	-3
COc1ccc(N2CCN(C(=O)C(=O)c3c(C)n(C)c4ccccc34)CC2)cc1	0	-2	-7.1	-1	7	1.7	5	2	-11	3
Nc1ccc(Cc2nc3c(ccc4ccccc43)[nH]2)cc1	0	5	-1.8	-1	-6	-2.1	-1	-4	-2	-1
COc1ccc(NC(=O)N(CCc2ccccc2)Cc2cc3c(C)cc(C)cc3[nH]c2=O)cc1	7	-4	-2.3	12	-4	-0.8	3	-27	-6	-4
COc1ccc(NC(=O)c2cc(S(=O)(=O)N3CCCCC3)ccc2OC)cc1	-5	-3	0.2	5	3	-3.4	-5	-37	2	0
CCn1cc([N+](=O)[O-])c(C(=O)Nc2cc(C)on2)n1	-2	4	-0.3	2	-6	0.9	-2	8	-2	-3
CC(C)[C@H](NC(=O)C1(c2ccccc2)CCN(C(=O)OC(C)(C)C)CC1)C(=O)O	-2	3	13	4	-13	-2.9	-4	·	-3	-3
Cc1ccc(C(C(=O)NC2CCCC2)N(Cc2cccnc2)C(=O)c2snc(C(N)=O)c2N)o1 (stereo unspecified)	3	2	1.4	1	-13	-0.3	0	14	-2	-2
O=C(CCCNC(=O)c1ccc(Cl)cc1)Nc1cccc(S(=O)(=O)N2CCCCC2)c1	0	-1	-0.1	11	-4	-2.2	-4	-9	0	·
COc1ccc(N=C2SC(CC(=O)Nc3ccc(F)cc3)C(=O)N2Cc2ccco2)cc1 (stereo unspecified)	-6	0	-1.8	-9	-7	-1.3	-2	-11	-11	-5
COC(=O)CCC(=O)Nc1cccc(C(=O)Nc2cccc(Cl)c2)c1	1	0	-0.1	·	-7	-4.0	-1	-18	1	-5
O=C(NNC1=C(C(=O)C(F)(F)F)CCC1)c1ccc(Cl)cc1	-18	-20	0.1	-6	7	-0.9	6	-93	6	3
CC(=O)OCCCN1c2ccccc2Nc2nnc(-c3ccccc3)cc21	-3	2	-1.1	7	-7	-4.5	-2	-19	-10	5
O=C1c2cccc3c(N4CCCCC4)ccc(c23)C(=O)N1c1cccc(O)c1	-23	59*	53	-4	5	-3.6	27*	-20	-120	-1
CCCCC1(C)Nc2ccccc2-c2nc3ccccc3n21 (stereo unspecified)	-3	0	-0.3	-18	-11	0.7	3	-11	-4	-4
O=C(CN1CCCC1)NCC12CC3CC(CC(C3)C1)C2	-1	0	1.2	·	0	-1.5	-4	8	-4	-1
Cc1cccc(NC(=S)NCc2ccncc2)c1C	0	-2	0.3	-3	-8	-0.2	-7	-8	0	8
CCC(C)(C)n1nnnc1C(C(C)C)N1CCC(C(N)=O)CC1 (stereo unspecified)	-6	1	1.3	-3	7	-2.2	-2	5	-9	-2

Limited to PKA-R2B act, Rtt109 HAT inh and CAL PDZ FP-1 (two entries from above):
Compound	PKA-R2B act	Rtt109 HAT inh	CAL PDZ FP-1
CC(=O)OCCCN1c2ccccc2Nc2nnc(-c3ccccc3)cc21	-7	7	-4.5
O=C1c2cccc3c(N4CCCCC4)ccc(c23)C(=O)N1c1cccc(O)c1	5	-4	-3.6

The list continues:
SMILES	DAGLB inh	cardiac RTF act	LANA DNA inh	Rtt109 HAT inh	PKA-R2B act	CAL PDZ FP-1	Keap1 Nrf2 FP	SR-BI DiI-HDL act	RTF Ca sens inh	CAL PDZ FP-2
Cc1ccc(-n2c(=O)c3sccc3n(Cc3cc(=O)n4cc(Cl)ccc4n3)c2=O)cc1F	-2	2	-0.1	0	-10	-0.8	-3	-25	-9	-2
CCOC(=O)N1CCN(C2CCCN(C(=O)c3cccc(N(C)C)c3)C2)CC1 (stereo unspecified)	-1	1	0.8	-4	1	-1.0	-7	-2	-6	2
CC[C@@]1(C(=O)OC)N[C@H](CN(C)C(=O)c2ccccc2)[C@@H]2C(=O)N(Cc3ccccc3)C(=O)[C@@H]21	-1	11	0.9	-3	-1	-0.9	2	·	-7	-2
CCOc1ccc(C(=O)Nc2ccccc2C(=O)O)cc1	3	7	1.0	5	3	-1.5	1	2	-6	-5
COc1cc(CC(=O)N(C)CC(=O)Nc2cc(C)ccc2C)cc(OC)c1OC	0	4	-0.1	7	3	-2.1	-7	2	-10	-2
COc1cccc(OC)c1CC1SC(=O)NC1=O (stereo unspecified)	-2	1	-0.4	7	10	0.1	1	4	6	5
C=CCN(CC=C)CCOc1ccc(C)cc1[N+](=O)[O-]	-4	1	0.4	-8	0	-1.5	2	-18	-2	0
CN(C)C(=O)NC(NC(=S)Nc1ccccc1)C(Cl)(Cl)Cl (stereo unspecified)	1	3	0.7	-4	9	-1.3	-2	19	-6	·
C=CCn1c(SCC(=O)NC(=O)Cc2ccccc2)nnc1-c1ccccc1F	1	-6	1.0	-4	5	-0.9	1	-13	-4	-1
CN(CC(=O)Nc1ccc(F)cc1)C(=O)COC(=O)CCN1C(=O)C2CC=CCC2C1=O (stereo unspecified)	1	0	-1.1	-3	2	-1.0	-6	9	-4	-3
COc1ccccc1/C=C/C(=O)OCC(=O)NC(=O)NC1CCCC1	0	-7	4.8	0	-6	-0.3	-1	6	-4	2
O=C(CSC1=NS(=O)(=O)c2cc(F)ccc2N1)NCc1ccccc1Cl	3	-3	-1.3	-4	-1	-1.7	5	9	0	-5
